Peg3 prom inh = inhibitors of Peg3 promoter | inhibition, % at 20 µM | HeLa PEG-Prom luciferase reporter, luminescence, overnight | 1.7% of 360,000 active | AID 588405;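 active means inhibition of at least 50% at 20 µM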
NR2E3 ag-1 = human photoreceptor-specific nuclear receptor agonism. 0.35% of 360,000 active. CHO-S Gal4-NCOR/VP16-NR2E3 two-hybrid, luciferase. inhibition of corepressor binding, % at 3.98 µM. AID 602229;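 active means inhibition above the mean of all tested compounds plus 3 SD, cut at about 70% in these data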;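 further: 0% = DMSO with NR2E3 transfected cells and 100% = cells lacking NR2E3 construct; higher means lower luciferase signal from less NR2E3 corepressor binding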
Target sequence (Q9Y5X4 whole entry, looked up, the tested form may be a part): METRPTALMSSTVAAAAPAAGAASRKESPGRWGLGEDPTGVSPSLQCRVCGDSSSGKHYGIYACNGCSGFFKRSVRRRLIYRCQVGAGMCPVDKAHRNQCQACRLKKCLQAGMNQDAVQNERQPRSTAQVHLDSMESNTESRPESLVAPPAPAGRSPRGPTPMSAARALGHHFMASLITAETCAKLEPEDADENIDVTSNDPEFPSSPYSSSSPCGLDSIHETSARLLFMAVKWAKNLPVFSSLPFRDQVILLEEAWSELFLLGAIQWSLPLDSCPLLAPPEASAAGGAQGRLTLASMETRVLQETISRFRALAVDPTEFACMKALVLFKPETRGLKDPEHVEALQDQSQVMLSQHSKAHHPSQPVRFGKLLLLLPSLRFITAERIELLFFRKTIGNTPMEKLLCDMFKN
PDI inh = inhibitors of human protein disulfide isomerase; 0.052% of 350,000 active; PDI insulin aggregation turbidity, A650, 90 min; AID 588391; P07237; inhibition, % at 10 µM;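 active means mean inhibition across replicates of 30% or more, whatever share of single replicates reach that level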;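 further: absorbance from insulin aggregation driven by PDI reduction with DTT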
Target sequence (P07237 whole entry, looked up): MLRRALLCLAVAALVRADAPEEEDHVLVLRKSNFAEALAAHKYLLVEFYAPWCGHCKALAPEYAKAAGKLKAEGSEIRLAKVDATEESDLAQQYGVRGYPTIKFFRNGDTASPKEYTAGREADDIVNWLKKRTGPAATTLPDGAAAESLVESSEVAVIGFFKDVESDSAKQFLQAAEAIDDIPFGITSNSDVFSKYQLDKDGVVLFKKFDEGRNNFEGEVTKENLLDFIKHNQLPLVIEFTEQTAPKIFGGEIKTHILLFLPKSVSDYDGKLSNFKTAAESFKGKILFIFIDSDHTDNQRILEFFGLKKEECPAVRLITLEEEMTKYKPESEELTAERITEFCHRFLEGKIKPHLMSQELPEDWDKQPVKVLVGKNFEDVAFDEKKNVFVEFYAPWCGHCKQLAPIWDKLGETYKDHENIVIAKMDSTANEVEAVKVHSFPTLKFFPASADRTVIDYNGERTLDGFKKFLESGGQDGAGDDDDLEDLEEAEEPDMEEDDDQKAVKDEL
m5-HT2A agonist = activates the mouse 5-HT2A serotonin receptor; P35363; CHO-K1 mHTR2A beta-arrestin complementation, luminescence; percent of 30 µM serotonin response; activation, % at 7.6 µM; 0.66% of 360,000 active;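 active means activation above a run cutoff, the mean activation of all tested compounds plus 3 SD, cut at about 14% in these data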;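 further: 0% = plate median of compound wells and 100% = 30 µM serotonin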
H9c2 protect = modulators protecting cardiomyocytes from myocardial damage; H9c2 cardiomyocytes, H2O2 injury protection, ATPLite, 2 h; protection from H2O2 cell death, % at 20 µM; 0.63% of 360,000 active;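 active means compounds giving at least 50% protection of heart cells from peroxide-induced death in the single-dose screen, raw or plate-pattern-corrected value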;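 further: 0% = DMSO wells with peroxide and 100% = DMSO wells without peroxide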
CaV13 ICDI inh = Primary screen for inhibitors of IQ motif and Ca2+-dependent inactivation inhibitor domain binding in CACNA1D, Förster resonance energy transfer in living cells, …. HEK cells, CFP/YFP FRET ICDI-IQ, plate reader, 10 min; percent FRET-ratio fall versus neutral wells. inhibition, % at 12.3 µM. 0.098% of 340,000 active. AID 743397;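 active means mean replicate inhibition of at least 30% and at least 1% of replicates passing that level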;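 further: 0% = median of the neutral control wells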
NR2E3 ag-2 = NR2E3 (human) agonism; Q9Y5X4; GST-NR2E3/biotin-RetCOR TR-FRET, 1536-well; inhibition of corepressor binding, % at 4.78 µM; 0.12% of 320,000 active; AID 2300;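 active means percent inhibition above the cutoff of mean plus 3 SD of all tested compounds, set per screening campaign, cut at about 20% in these data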;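 further: 0% = DMSO wells and 100% = biotin wells as full block of FRET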
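System: GST-tagged NR2E3 plus biotinylated RetCOR corepressor; Buffer or medium: pH 7.5 Tris-based buffer; Probe or stimulus: RetCOR corepressor, biotinylated, 7 nM; Doses: compound at 4.8 µM, single dose; Schedule: 5 h incubation at 4 °C; Technique: time-resolved FRET; Evaluation: percent inhibition of TR-FRET ratio; Replication: one well per compound, singlicate testing.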
Shn3 inh set2 = Schnurri-3 reporter inhibition in Clone20 osteoblasts. Clone20 osteoblast Shn3 3'UTR firefly luciferase, 24 h. inhibition, % at 12.5 µM. 0.52% of 360,000 active. AID 588674;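 active means mean inhibition of at least 75% with every replicate also reaching 75%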;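 further: 0% = median of neutral control wells and 100% = pilot-screen positive control compound; some compounds past the cut are filed as inactive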
iPSC survival up = hiPSC single-cell survival enhancement | ATPlite luminescence; 100% = ROCK inhibitor wells, 0% = DMSO | survival enhancement, % at 20 µM | 0.044% of 360,000 active; in the data active means survival enhancement above about 18%;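 further: cells exposed to compounds for 16 hours before the ATP read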
HIF-2a inh = blocks HIF-2a reporter activity | 786-0 RCC cells HIF-2a reporter, luciferase luminescence, overnight | inhibition, % at 18.8 µM | 0.72% of 360,000 active | AID 624352;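 active means inhibition of the luminescence signal of 40% or more relative to plate controls, in a single-dose primary screen at 18.75 µM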
MITF TRPM1 inh = reduces MITF-dependent TRPM1 promoter luciferase signal; SK-MEL-5 TRPM1 promoter luciferase, 24 h; AID 488899; 0.83% of 330,000 active; inhibition, % at 12.5 µM;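 active means mean inhibition across replicates of 60% or more, whatever share of single replicates reaches that level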; further: values of inactives mirror those of a sister screen read the other way
Active calls of the source: *; . = not tested or not shown. Compounds as they come. Share with any hit: about 3.9%.

The opening 4 compounds (preview)
SMILES	Peg3 prom inh	NR2E3 ag-1	PDI inh	m5-HT2A agonist	H9c2 protect	CaV13 ICDI inh	NR2E3 ag-2	Shn3 inh set2	iPSC survival up	HIF-2a inh	MITF TRPM1 inh
O=C(c1cccnc1)N1CCN(S(=O)(=O)c2ccc3ccccc3c2)CC1	19	14	-6	2	-7	-4	3	5	-2.6	12	13
Cc1ccc(N)cc1CN1CCCC1=O	8	-39	2	-3	9	-4	4	6	-2.5	4	-3
CCOC(=O)CN1C(=O)N(c2ccccc2OC)S(=O)(=O)c2ccccc21	21	-17	-4	-3	3	-4	2	10	-0.2	19	7
c1ccc(CNC2CC3CCC2C3)cc1 (configuration not stated)	11	-8	-8	0	5	-6	.	-17	2.1	0	2

The whole of this part (from the top)
SMILES	Peg3 prom inh	NR2E3 ag-1	PDI inh	m5-HT2A agonist	H9c2 protect	CaV13 ICDI inh	NR2E3 ag-2	Shn3 inh set2	iPSC survival up	HIF-2a inh	MITF TRPM1 inh
O=C(c1cccnc1)N1CCN(S(=O)(=O)c2ccc3ccccc3c2)CC1	19	14	-6	2	-7	-4	3	5	-2.6	12	13
Cc1ccc(N)cc1CN1CCCC1=O	8	-39	2	-3	9	-4	4	6	-2.5	4	-3
CCOC(=O)CN1C(=O)N(c2ccccc2OC)S(=O)(=O)c2ccccc21	21	-17	-4	-3	3	-4	2	10	-0.2	19	7
c1ccc(CNC2CC3CCC2C3)cc1 (configuration not stated)	11	-8	-8	0	5	-6	.	-17	2.1	0	2
O=S(=O)(NCc1ccccc1)NCc1ccccc1	3	-14	-5	1	2	-3	-1	-19	2.5	16	4
CSCCC(NC(=O)c1ccc(Cl)cc1Cl)C(=O)NCc1ccccn1 (configuration not stated)	7	-36	-4	-9	0	-6	-2	7	-0.3	8	19
NC(=O)CSc1nnc(-c2ccccn2)n1Cc1ccco1	4	-21	0	-2	4	-4	-2	4	-0.2	22	-11
S=C(c1ccccc1)N1CCSCC1	5	-23	-1	6	1	-4	1	-15	0.7	12	-14
Cc1ccc(NC(=O)C2CC(=O)N(c3ccccc3Cl)C2)cc1S(=O)(=O)N1CCOCC1 (configuration not stated)	9	17	3	3	-3	-3	.	8	-0.3	11	3
CC(C)(C)c1ccc(S(=O)(=O)N2CCC(N3CCCCC3)CC2)cc1	13	-8	-5	5	-8	-2	3	-5	0.0	12	-13
O=C(Nc1ccccc1Cl)C1C(c2ccccc2)C1(Cl)Cl (configuration not stated)	18	-6	-4	1	-6	-3	0	14	-0.4	7	-6
O=c1oc2ccccc2n1Cc1cccc(C(F)(F)F)c1	7	1	1	0	2	-5	2	-10	0.2	6	-2
CC1Sc2ccc(S(=O)(=O)N3CCC(C(N)=O)CC3)cc2NC1=O (configuration not stated)	-37	10	6	-4	-6	-2	-1	-2	-0.3	4	-4
O=C(OCC(=O)N1CCN(C(=O)c2ccco2)CC1)C1=COCCO1	5	-13	3	2	-2	-11	2	7	-0.3	0	-1
CCOC(=O)c1c(SCc2ccccc2)n[nH]c1N	-3	-22	-3	-6	1	-4	7	16	0.5	-2	2
CC(=O)c1c(C(C)=O)c(C)n(-c2ccc(N)cc2)c1C	14	-4	-13	2	0	-1	1	-1	8.0	9	-9
O=C1Nc2ccccc2/C1=N/N=C/c1cccc(O)c1	-19	-12	-2	-1	-1	-5	-4	-10	-0.5	-17	4
CCOC(=O)NCCOC(=O)Nc1ccc(Cl)cc1	-20	-4	0	4	-2	-18	1	12	1.2	-9	14
COC(=O)c1ccc(COC(=O)c2cccn2C)o1	-115	-46	1	2	2	-2	3	-37	2.9	-68	-46
c1coc(-c2cc3nc(NCc4ccc5c(c4)OCO5)ccn3n2)c1	-229	-65	22	11	0	-11	.	-28	2.3	-192	.
COCCCNC(=O)C1CCC(CNS(=O)(=O)c2ccc3c(c2)N(C(C)=O)CCO3)CC1 (configuration not stated)	5	-4	0	1	2	-4	1	8	0.3	-5	1
O=Cc1c[nH]c2ccc(C(=O)c3ccccc3)cc12	-23	-14	0	1	1	-6	1	6	-0.3	7	-9
CC1CCCN(CCCOc2ccc(Cl)cc2Br)C1 (configuration not stated)	-65	2	0	-6	6	-16	-1	-19	-0.4	-78	-28
CCn1nc(C)cc1C(=O)N1CCc2c([nH]c3ccccc23)C1c1cc(F)ccc1F (configuration not stated)	-142	-78	5	-6	0	2	1	-22	0.2	-175	-21
CC(C)n1nnnc1C1c2ccccc2C(=O)N1CCCN1CCOCC1 (configuration not stated)	.	-4	.	3	.	-8	.	.	2.9	-1	.

6 entries already listed, arranged by the value under HIF-2a inh, falling.
| structure | HIF-2a inh |
| --- | --- |
| CCOC(=O)CN1C(=O)N(c2ccccc2OC)S(=O)(=O)c2ccccc21 | 19 |
| O=S(=O)(NCc1ccccc1)NCc1ccccc1 | 16 |
| CC(=O)c1c(C(C)=O)c(C)n(-c2ccc(N)cc2)c1C | 9 |
| Cc1ccc(N)cc1CN1CCCC1=O | 4 |
| CCOC(=O)NCCOC(=O)Nc1ccc(Cl)cc1 | -9 |
| COC(=O)c1ccc(COC(=O)c2cccn2C)o1 | -68 |

Continuation:
SMILES	Peg3 prom inh	NR2E3 ag-1	PDI inh	m5-HT2A agonist	H9c2 protect	CaV13 ICDI inh	NR2E3 ag-2	Shn3 inh set2	iPSC survival up	HIF-2a inh	MITF TRPM1 inh
O=c1c(C(c2ccccc2)c2c(O)nc3n(c2=O)CCCS3)c(O)nc2n1CCCS2	11	-15	-24	7	1	-5	3	-13	-2.8	15	-7
Cc1ccccc1S(=O)(=O)Cc1ccc(C(=O)NCCN(CC(C)C)CC(C)C)o1	3	16	6	0	2	-17	-2	28	0.7	16	-13
Cc1cccc(C)c1NC(=O)CN1CCN(C(=O)CNC(=O)c2ccc(-c3ccccc3)cc2)CC1	17	5	-6	-3	-1	-13	.	18	2.5	-3	.
CCN1C(=O)/C(=C/c2cn(C)nc2C)SC1=S	-20	-4	-3	-1	2	-3	1	-37	1.9	4	-19
Cc1ccc(S(=O)(=O)NC(C)(C)CSc2nnc(Nc3ccccc3)s2)cc1	17	9	15	-4	-17	-4	-1	33	-2.8	17	7
O=C(NC1CCS(=O)(=O)C1)/C(=C\c1ccccc1)NC(=O)c1ccccc1 (configuration not stated)	-10	-22	3	-5	1	-4	-4	-12	-1.4	14	4
Cc1ccc(Cl)cc1-n1ncc2c(NNC(=O)c3ccco3)ncnc21	0	-8	-4	-1	10	0	4	-3	-0.4	6	11
Cc1cccc(OC(C)C(=O)N2CCCN(C)CC2)c1C (configuration not stated)	-1	-6	1	-7	1	.	4	-4	-0.3	12	17
COc1ccc(S(=O)(=O)N(C)C)cc1NCC(=O)Nc1ccc(F)cc1F	14	4	0	-4	1	-4	-2	0	-0.8	8	-8
CN(CC(=O)Nc1ccccc1C(F)(F)F)C(=O)c1ccc(-c2ccc(Cl)cc2)o1	-3	-1	0	0	-13	-2	1	-7	0.3	-10	-6
CC(=O)Nc1ccc(S(=O)(=O)Nc2nc(CN3CCOCC3)nc3sc4c(c23)CCCC4)cc1	9	-15	-5	2	-6	-6	-1	4	0.3	20	6
CC(C)CN(C(=O)CN(C)C(=O)Cc1ccccc1Cl)c1c(N)n(CC(C)C)c(=O)[nH]c1=O	9	-11	-3	0	-6	-3	-3	10	0.2	5	-10
Cn1c(=O)oc2cc(S(=O)(=O)NCCC(=O)NC3CCCc4ccccc43)ccc21 (configuration not stated)	7	14	6	2	0	-7	-1	-2	-0.8	8	19
CCOC(=O)C1=C(c2ccccc2)N=c2s/c(=C\c3cccc(O)c3)c(=O)n2C1c1cccs1 (configuration not stated)	19	-10	61*	-6	-15	-9	-1	15	3.2	-62	14
Cc1ccc(OCCC(=O)OCC(=O)Nc2ccc(Cl)cn2)cc1	0	6	0	-1	1	-5	0	-5	3.5	21	-8
COc1ccc(-c2csc(NC(=O)COC(=O)C3=COCCO3)n2)cc1	-146	-87	3	1	2	-20	1	-83	-0.5	-169	-38
CCn1c(Cc2ccccc2)nnc1SCC(=O)Nc1nc(C)c(C)s1	14	-5	4	-2	-1	-10	0	-6	3.3	8	0
CCc1ccccc1NC(=O)N[C@H](C(=O)O)C(C)C	6	-11	4	0	3	.	-1	9	3.7	9	1
COc1ccc(-c2noc(-c3ccccc3C(=O)Nc3cccnc3)n2)cc1	-20	-34	8	-4	-1	-5	1	-8	-2.2	-91	-23
O=C(c1cnsn1)N1CCC(CO)(Cc2ccc(Cl)cc2)CC1	0	-4	-1	-1	0	-5	1	3	1.4	6	7
Cc1cc(C)c(-n2c(SCCS(=O)(=O)c3ccc(F)cc3)n[nH]c2=O)c(C)c1	19	-14	-3	2	-1	-4	1	-2	0.3	1	11
CCc1ccc(N2CC(O)(c3cccs3)[N+]3=C2SCCC3)cc1 (configuration not stated)	-12	-11	-1	-6	-8	2	1	51	0.4	5	11
COC(=O)C1=C(C)N(Cc2ccccc2)C(=NCCN2CCOCC2)N[C@H]1CCc1ccccc1	-9	-1	4	-7	-1	-4	.	20	-2.5	3	-13
